Screening results: PubChem, several laboratories
HIF-2a inh – inhibitors of HIF-2a; 786-0 RCC cells HIF-2a reporter, luciferase luminescence, overnight; inhibition, % at 18.8 µM; 0.72% of 360,000 active;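 active = inhibition of the luminescence signal of 40% or more relative to plate controls, in a single-dose primary screen at 18.75 µM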
Vif imaging – blocks HIV Vif function; HEK293T cells, Vif self-association by quenched fluorescence, imaging, 24 h; inhibition, % at 7.49 µM; 0.35% of 340,000 active; AID 602346; in the data active = inhibition above about 50%, passing the limit was not always enough; note: some results filed as inactive read as strong as hits
Peg3 promoter – inhibitors of Peg3 promoter | HeLa PEG-Prom luciferase reporter, luminescence, overnight | inhibition, % at 20 µM | 1.7% of 360,000 active;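 active = inhibition of at least 50% at 20 µM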
Shn3 inh set2 – reduces Shn3 3'UTR luciferase signal in osteoblasts | inhibition, % at 12.5 µM | 0.52% of 360,000 active | Clone20 osteoblast Shn3 3'UTR firefly luciferase, 24 h;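 active = mean inhibition of at least 75% with every replicate also reaching 75%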;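 note: 0% = median of neutral control wells and 100% = pilot-screen positive control compound; some compounds past the cut are filed as inactive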
NR2E3 ag-1 – activates human photoreceptor nuclear receptor NR2E3 | Q9Y5X4 | GST-NR2E3/biotin-RetCOR TR-FRET, 1536-well | inhibition of corepressor binding, % at 4.78 µM | 0.12% of 320,000 active | AID 2300;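 active = percent inhibition above the cutoff of mean plus 3 SD of all tested compounds, set per screening campaign, cut at about 20% in these data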;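 note: 0% = DMSO wells and 100% = biotin wells as full block of FRET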
Target sequence (Q9Y5X4 whole entry, looked up): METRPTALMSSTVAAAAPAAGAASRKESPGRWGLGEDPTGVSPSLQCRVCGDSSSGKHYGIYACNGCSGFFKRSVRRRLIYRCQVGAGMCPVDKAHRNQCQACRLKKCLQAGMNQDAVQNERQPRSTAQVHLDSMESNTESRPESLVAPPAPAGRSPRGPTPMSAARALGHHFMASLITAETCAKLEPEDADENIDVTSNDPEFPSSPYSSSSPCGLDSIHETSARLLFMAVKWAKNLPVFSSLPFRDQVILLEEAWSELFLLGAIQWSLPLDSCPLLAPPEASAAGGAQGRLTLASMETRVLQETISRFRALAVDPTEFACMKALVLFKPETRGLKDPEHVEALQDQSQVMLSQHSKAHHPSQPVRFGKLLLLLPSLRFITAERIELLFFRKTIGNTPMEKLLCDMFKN
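Material: NR2E3–RetCOR corepressor complex / Incubation: Compound–protein incubation for 5 h at 4 °C / Dosing: compound at 4.8 µM, single dose / Detection: time-resolved FRET / Benchmarks: high control biotin, low control 0.6% DMSO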
CF NFkB block – inhibitors of cystic fibrosis induced NF-kB; KKLEB NF-kB-GFP reporter, PAF-induced, GFP fluorescence overnight; inhibition, % at 5 µM; 0.86% of 360,000 active;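 active = at least 50% inhibition at 5 µM, scaled per plate between neutral and stimulator controls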;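 note: PAF is a Pseudomonas aeruginosa culture filtrate used as stimulus; plate controls were PAF-stimulated DMSO wells for no effect and unstimulated DMSO wells for full effect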
NR2E3 ag-2 – human photoreceptor-specific nuclear receptor agonism. inhibition of corepressor binding, % at 3.98 µM. AID 602229. CHO-S Gal4-NCOR/VP16-NR2E3 two-hybrid, luciferase. 0.35% of 360,000 active. Q9Y5X4;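 active = inhibition above the mean of all tested compounds plus 3 SD, cut at about 70% in these data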;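 note: 0% = DMSO with NR2E3 transfected cells and 100% = cells lacking NR2E3 construct; higher means lower luciferase signal from less NR2E3 corepressor binding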
KKLEB tox – reduces viability of KKLEB cystic fibrosis airway cells; KKLEB CF airway cells viability, ATPlite luminescence, overnight; stronger effect = lower value; cells stimulated with P. aeruginosa culture filtrate; 0.36% of 360,000 active; AID 602141; activity change (cytotoxicity), % at 5 µM;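 active = corrected activity change at or below -50% at 5 µM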
TRPM1 prom inh – inhibitors of MITF-driven TRPM1 promoter in melanoma cells; AID 488899; SK-MEL-5 TRPM1 promoter luciferase, 24 h; 0.83% of 330,000 active; inhibition, % at 12.5 µM;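 active = mean inhibition across replicates of 60% or more, whatever share of single replicates reaches that level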; note: values of inactives mirror those of a sister screen read the other way
CaV13 FRET inh – Disruptors of the CACNA1D IQ motif to Ca2+-dependent inactivation inhibitor domain association, primary screening, Förster resonance energy transfer in intact living …; HEK cells, CFP/YFP FRET ICDI-IQ, plate reader, 10 min; percent FRET-ratio fall versus neutral wells; 0.098% of 340,000 active; AID 743397; inhibition, % at 12.3 µM;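 active = mean replicate inhibition of at least 30% and at least 1% of replicates passing that level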;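 note: 0% = median of the neutral control wells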
PDI inh – PDI (human) enzyme inhibition; P07237; PDI insulin aggregation turbidity, A650, 90 min; inhibition, % at 10 µM; 0.052% of 350,000 active; AID 588391;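 active = mean inhibition across replicates of 30% or more, whatever share of single replicates reach that level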;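 note: absorbance from insulin aggregation driven by PDI reduction with DTT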
Target sequence (P07237 whole entry, looked up): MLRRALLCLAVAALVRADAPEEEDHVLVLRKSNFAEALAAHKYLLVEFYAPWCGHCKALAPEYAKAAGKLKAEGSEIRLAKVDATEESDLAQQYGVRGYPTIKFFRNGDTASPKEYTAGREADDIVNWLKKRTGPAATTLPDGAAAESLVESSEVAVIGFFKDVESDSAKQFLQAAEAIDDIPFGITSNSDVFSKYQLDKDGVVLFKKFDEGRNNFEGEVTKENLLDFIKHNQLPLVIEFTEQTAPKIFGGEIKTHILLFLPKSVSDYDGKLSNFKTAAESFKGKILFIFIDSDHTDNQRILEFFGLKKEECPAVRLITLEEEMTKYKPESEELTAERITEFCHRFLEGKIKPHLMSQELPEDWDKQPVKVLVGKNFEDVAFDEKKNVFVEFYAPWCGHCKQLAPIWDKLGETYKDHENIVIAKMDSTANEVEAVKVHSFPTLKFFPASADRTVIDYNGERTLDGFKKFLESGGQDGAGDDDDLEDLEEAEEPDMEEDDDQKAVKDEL
The depositor's hits bear a star; nt = not tested or not shown.

SMILES | HIF-2a inh | Vif imaging | Peg3 promoter | Shn3 inh set2 | NR2E3 ag-1 | CF NFkB block | NR2E3 ag-2 | KKLEB tox | TRPM1 prom inh | CaV13 FRET inh | PDI inh
O=C(O)C1C2C=CC3(CN(Cc4ccncc4)C(=O)C13)O2 (configuration not stated) | 13 | -6 | 7 | 12 | 5 | 3 | 12 | 0 | -5 | nt | -1
COc1cccc(OCCNc2cc(N3CCCCC3)ccc2[N+](=O)[O-])c1 | -27 | nt | -27 | 33 | 0 | 18 | -34 | -9 | -2 | 0 | 6
COCCn1c(SCC(=O)Nc2ccccc2)nnc1-c1ccoc1C | 5 | 10 | -7 | 0 | 6 | -7 | -22 | 3 | -1 | -5 | 2
CC(=O)Nc1ccc(S(=O)(=O)N2CCN(c3ncccn3)CC2)cc1 | 4 | 5 | -8 | 5 | 1 | -1 | 13 | -1 | 1 | -4 | -7
O=C(O)c1ccc(Cl)cc1NC(=O)C1CCCO1 (configuration not stated) | 10 | 22 | 5 | 8 | 6 | -3 | -18 | 13 | -2 | -7 | -4
COc1ccccc1-c1cc(C(F)(F)F)nc(S(=O)(=O)CCCC(=O)Nc2cc(C)on2)n1 | 73* | 60* | 106* | 97* | 0 | 86* | -14 | -66* | 96* | 0 | -5
COc1ccc(S(=O)(=O)N2CCN(S(=O)(=O)c3ccc4c(c3)OCCO4)CC2)cc1 | 1 | -1 | 1 | 2 | 3 | -6 | 18 | -2 | -11 | nt | -3
Cn1cccc1P(=O)(c1cccn1C)c1cccn1C | -3 | 3 | 17 | -22 | 0 | 20 | -5 | 10 | 2 | -8 | 8
COc1ccc(N2CCN(S(=O)(=O)c3ccc4c(c3)NC(=O)CC(=O)N4)CC2)cc1 | -6 | 8 | 18 | -1 | -3 | 21 | -3 | 1 | 3 | -2 | -1
[O-]/[N+](=C\c1ccncc1)c1ccccc1 | -5 | 1 | -28 | -36 | -1 | -17 | 14 | -19 | -34 | -1 | 8
COc1ccc(Cn2c(SC)nc3ccccc32)cc1[N+](=O)[O-] | 2 | 6 | 21 | 23 | -1 | -11 | -46 | 1 | -10 | -8 | 11
O=C(NNC(=O)c1cc2cc(Br)ccc2oc1=O)c1ccc(O)cc1O | 15 | 31 | 11 | 2 | 1 | 10 | -25 | 1 | -7 | -5 | -15
CC(Oc1ccccc1[N+](=O)[O-])C(=O)N/N=C/c1ccoc1 (configuration not stated) | -16 | -3 | -4 | 8 | 0 | 2 | 7 | -3 | 7 | -5 | -1
Cc1cc(C)n(-c2nc(NC(C)(C)C)nc(NC(C)(C)C)n2)n1 | 16 | -2 | 16 | 42 | -1 | -6 | 105* | -7 | 16 | -2 | -16
COc1cc(/C=N/NS(=O)(=O)c2ccc(C)cc2)ccc1OCc1cccc(C(=O)O)c1 | 32 | 5 | -2 | 68 | 0 | -4 | -206 | -6 | 78* | -4 | 19
Cc1cc(C)cc(-n2nnnc2SCC(=O)N2CCOCC2)c1 | 15 | nt | 11 | -22 | 0 | -6 | -12 | -2 | 1 | -6 | 1
CC#CCN(Cc1ccco1)C(=O)C1CCC(=O)N(CCc2cccc(F)c2)C1 (configuration not stated) | 17 | 5 | 12 | 14 | nt | -1 | -21 | 2 | nt | -11 | 8
COc1ccc(C(=O)Nc2ccnn2C2CCN(C(=O)c3cc(C)on3)CC2)cc1 | -60 | -11 | -55 | 7 | 1 | -29 | -34 | 5 | 4 | nt | -4
CN(C(=O)CSc1nc2ccccc2c(=O)n1-c1ccc(F)cc1)C1CCS(=O)(=O)C1 (configuration not stated) | 17 | -5 | 12 | 2 | -1 | -10 | -12 | 2 | 6 | -6 | 3
COc1ccc(/C=N\NC(=O)COc2ccc(Cl)cc2Cl)c(C(=O)O)c1OC | 5 | -1 | 4 | -14 | -1 | 9 | -9 | 2 | -8 | -3 | -2
Cc1ccc(-c2cc(C(=O)N/N=C/c3cccnc3)c3ccccc3n2)cc1C | -209 | 9 | -182 | -49 | -2 | -15 | -84 | -22 | nt | -5 | -2
Cn1c(=O)c2c(nc(N3CCCCCC3)n2Cc2cccc3ccccc23)n(C)c1=O | 30 | 1 | 6 | 17 | -1 | 8 | -15 | 4 | 0 | nt | -5
COc1cc(C(=O)NCCNc2nc3c(C)c(C)ccc3cc2C#N)cc(OC)c1OC | -11 | -1 | 0 | -15 | -2 | -4 | 0 | -8 | 7 | -2 | 4
O=C(O)CSCC(=O)NCc1c(Cl)cccc1Oc1ccccc1 | 7 | 0 | -3 | 9 | 0 | 13 | -12 | -1 | 1 | -19 | 0
COc1ccccc1N1CCN(C(=O)c2ccc(S(=O)(=O)N3CCCC3)cc2)CC1 | -3 | 3 | 8 | 2 | 1 | -5 | -3 | 3 | 6 | nt | -8

Further compounds
SMILES | HIF-2a inh | Vif imaging | Peg3 promoter | Shn3 inh set2 | NR2E3 ag-1 | CF NFkB block | NR2E3 ag-2 | KKLEB tox | TRPM1 prom inh | CaV13 FRET inh | PDI inh
C=CCN(C(=O)COc1ccccc1)c1nnc(-c2ccncc2)s1 | -14 | -8 | -25 | -9 | 0 | 12 | -1 | 1 | -5 | -5 | -13
CC(C)CN(CCCNC(=O)CN1C(=O)CSc2ccc(S(=O)(=O)N3CCOCC3)cc21)CC(C)C | 13 | -7 | -2 | -1 | -4 | -16 | -2 | 8 | 2 | -3 | 1
CC1CCCCN1C(=O)c1c(Cl)cnn1C (configuration not stated) | 10 | -3 | 18 | 3 | nt | -29 | 2 | 5 | 0 | nt | 1
COc1cccc(C2C3CN(C)CC=C3C(C#N)=C(N)C2(C#N)C#N)c1OC (configuration not stated) | 9 | 31 | 13 | -5 | 2 | -2 | -10 | 4 | 4 | -5 | -7
O=C(O)c1ccccc1NC(=O)C1CCCO1 (configuration not stated) | 4 | 2 | 2 | -20 | -3 | 2 | -6 | -7 | 9 | -4 | 2
CCOC(=O)C(=CNc1cc(C)ccc1[N+](=O)[O-])C(=O)OCC | -48 | 4 | -25 | -32 | 1 | -12 | -17 | 16 | 2 | -4 | -3
COc1ccccc1NC(=O)c1cc(Cl)ccc1NC(=O)c1ccco1 | 10 | nt | 4 | -7 | 0 | -5 | 1 | -4 | -7 | nt | 5
CCC(C)(C)NC(=O)C1CCCN1C(=O)NC1CCCCC1 (configuration not stated) | 17 | 6 | -8 | 11 | 0 | -7 | -18 | -2 | 2 | -4 | -4
CCn1nnnc1SCC(=O)Nc1cccc(C)n1 | -1 | -2 | 7 | -6 | 0 | 11 | -5 | -1 | -8 | -4 | 3
CCOC(=O)CSc1nc(C)c2ccccc2n1 | -16 | -6 | -28 | 8 | 2 | 7 | -3 | -9 | -8 | nt | 7
CCOc1cc(/C=C(\C#N)C(N)=O)ccc1OCc1c(C)no[n+]1[O-] | 6 | -2 | -3 | 6 | 0 | -11 | 16 | 4 | -3 | -6 | 5
CC(C)c1ccc(/C=C/C(=O)CCC(=O)O)cc1 | -32 | 8 | -283 | -2 | 0 | 7 | -89 | 2 | 3 | -8 | 1
COC(=O)c1ccc(CS(=O)(=O)c2ccccc2C)o1 | 7 | 15 | 5 | -17 | 0 | 4 | 1 | -1 | -7 | -8 | -11
CCOC(=O)CNC(=O)C(NC(=O)C1CCC(C)CC1)C(C)CC (configuration not stated) | 7 | -6 | 0 | 10 | 2 | 8 | -14 | -6 | -3 | nt | -5
Cc1ccc(-c2cnc(C(O)c3cc(Cl)cc(Cl)c3)[nH]2)cc1 (configuration not stated) | 14 | -7 | 37 | -9 | nt | 2 | -11 | -13 | nt | -9 | -3
O=C(NCCC1CCCCN1S(=O)(=O)c1ccccc1)C(=O)NCc1ccc(F)cc1 (configuration not stated) | 30 | -3 | 26 | 6 | 4 | -2 | 13 | 5 | -4 | -6 | -1
Cc1nn(-c2ccccc2)c(Cl)c1/C=N/NC(=O)c1cccc(S(=O)(=O)N2CCCC2)c1 | 18 | 5 | 19 | 18 | 5 | 29 | -17 | -26 | 11 | -15 | -12
COc1ccc2c(c1)sc1nc(=O)ccn12 | 14 | -3 | 2 | 4 | -2 | -15 | 9 | 4 | 2 | -2 | -9
COc1ccc(Br)cc1CNC(=O)C1CCN(c2nnc(N3CCCC3=O)s2)CC1 | 8 | -2 | 13 | 9 | 0 | 6 | -18 | 7 | -2 | -2 | -4
O=c1oc2ccccc2cc1-c1nnc(-c2cccc(Br)c2)o1 | -113 | 5 | -238 | -40 | 0 | -12 | -11 | -8 | -46 | nt | 8
Cc1ccc(N(C(=O)c2snc(C(N)=O)c2N)C(C(=O)NCC2CCCO2)c2c[nH]c3ccccc23)cc1 (configuration not stated) | 9 | 0 | 22 | 31 | 0 | -13 | 22 | -3 | 4 | -3 | -4
CCc1nc2ccc(C(=O)NCCN3CCCC3)cn2c1N(C)Cc1ccc(OC)cc1 | 5 | -2 | 6 | 8 | nt | 8 | -3 | -3 | nt | -5 | 1
Cc1ccc(SCC(=O)NC2CCCCCC2)cc1 | -192 | -11 | -213 | 0 | 0 | -25 | -61 | 13 | -35 | -2 | 0
Cn1c(SCCCC(=O)c2ccc(F)cc2)nnc1-c1ccncc1 | 4 | -17 | 10 | 2 | 3 | 5 | 4 | 6 | 17 | -6 | 13
COc1ccccc1CNC(=O)C1CC(c2cccc([N+](=O)[O-])c2)=NO1 (configuration not stated) | 1 | -3 | 22 | 14 | 1 | 7 | -16 | -22 | 7 | -4 | -44
CCO[C@H]1OC(C(=O)N2CCN(Cc3ccc4c(c3)OCO4)CC2)=C[C@@H](C)[C@@H]1CCCO | 10 | -22 | -3 | 18 | 7 | -16 | -19 | 0 | 6 | -11 | -12
C=CCn1c2ccccc2c2nnc(SCC(=O)OC)nc21 | 12 | 0 | 3 | -17 | nt | 13 | -2 | -8 | nt | -4 | -4
CCOC(=O)c1c(NC(=O)CSc2nnc(CNC(=O)c3ccco3)n2C)sc2c1CCC2 | 15 | nt | 17 | -14 | 2 | -7 | -23 | -12 | 3 | -7 | 16
Cc1ccc(-c2csc(N3CCC(C(N)=O)(N4CCCCC4)CC3)n2)cc1 | 2 | nt | -4 | 13 | -1 | -4 | -31 | 0 | nt | -7 | nt

In the list so far, four have two or more sulfur atoms:
SMILES | HIF-2a inh | Vif imaging | Peg3 promoter | Shn3 inh set2 | NR2E3 ag-1 | CF NFkB block | NR2E3 ag-2 | KKLEB tox | TRPM1 prom inh | CaV13 FRET inh | PDI inh
COc1ccc(S(=O)(=O)N2CCN(S(=O)(=O)c3ccc4c(c3)OCCO4)CC2)cc1 | 1 | -1 | 1 | 2 | 3 | -6 | 18 | -2 | -11 | nt | -3
CN(C(=O)CSc1nc2ccccc2c(=O)n1-c1ccc(F)cc1)C1CCS(=O)(=O)C1 (configuration not stated) | 17 | -5 | 12 | 2 | -1 | -10 | -12 | 2 | 6 | -6 | 3
CC(C)CN(CCCNC(=O)CN1C(=O)CSc2ccc(S(=O)(=O)N3CCOCC3)cc21)CC(C)C | 13 | -7 | -2 | -1 | -4 | -16 | -2 | 8 | 2 | -3 | 1
CCOC(=O)c1c(NC(=O)CSc2nnc(CNC(=O)c3ccco3)n2C)sc2c1CCC2 | 15 | nt | 17 | -14 | 2 | -7 | -23 | -12 | 3 | -7 | 16
